# Bioassay records: PubChem BioAssay, Broad Institute
# TcdB GH inh = blocks C. difficile toxin B glycohydrolase activity; P18177; TcdB glycohydrolase enzymatic assay, plate reader; hit rate 0.24% among 350,000; inhibition, % at 9.99 µM; in the data active = inhibition above about 10%
# Target sequence (P18177 whole entry, looked up): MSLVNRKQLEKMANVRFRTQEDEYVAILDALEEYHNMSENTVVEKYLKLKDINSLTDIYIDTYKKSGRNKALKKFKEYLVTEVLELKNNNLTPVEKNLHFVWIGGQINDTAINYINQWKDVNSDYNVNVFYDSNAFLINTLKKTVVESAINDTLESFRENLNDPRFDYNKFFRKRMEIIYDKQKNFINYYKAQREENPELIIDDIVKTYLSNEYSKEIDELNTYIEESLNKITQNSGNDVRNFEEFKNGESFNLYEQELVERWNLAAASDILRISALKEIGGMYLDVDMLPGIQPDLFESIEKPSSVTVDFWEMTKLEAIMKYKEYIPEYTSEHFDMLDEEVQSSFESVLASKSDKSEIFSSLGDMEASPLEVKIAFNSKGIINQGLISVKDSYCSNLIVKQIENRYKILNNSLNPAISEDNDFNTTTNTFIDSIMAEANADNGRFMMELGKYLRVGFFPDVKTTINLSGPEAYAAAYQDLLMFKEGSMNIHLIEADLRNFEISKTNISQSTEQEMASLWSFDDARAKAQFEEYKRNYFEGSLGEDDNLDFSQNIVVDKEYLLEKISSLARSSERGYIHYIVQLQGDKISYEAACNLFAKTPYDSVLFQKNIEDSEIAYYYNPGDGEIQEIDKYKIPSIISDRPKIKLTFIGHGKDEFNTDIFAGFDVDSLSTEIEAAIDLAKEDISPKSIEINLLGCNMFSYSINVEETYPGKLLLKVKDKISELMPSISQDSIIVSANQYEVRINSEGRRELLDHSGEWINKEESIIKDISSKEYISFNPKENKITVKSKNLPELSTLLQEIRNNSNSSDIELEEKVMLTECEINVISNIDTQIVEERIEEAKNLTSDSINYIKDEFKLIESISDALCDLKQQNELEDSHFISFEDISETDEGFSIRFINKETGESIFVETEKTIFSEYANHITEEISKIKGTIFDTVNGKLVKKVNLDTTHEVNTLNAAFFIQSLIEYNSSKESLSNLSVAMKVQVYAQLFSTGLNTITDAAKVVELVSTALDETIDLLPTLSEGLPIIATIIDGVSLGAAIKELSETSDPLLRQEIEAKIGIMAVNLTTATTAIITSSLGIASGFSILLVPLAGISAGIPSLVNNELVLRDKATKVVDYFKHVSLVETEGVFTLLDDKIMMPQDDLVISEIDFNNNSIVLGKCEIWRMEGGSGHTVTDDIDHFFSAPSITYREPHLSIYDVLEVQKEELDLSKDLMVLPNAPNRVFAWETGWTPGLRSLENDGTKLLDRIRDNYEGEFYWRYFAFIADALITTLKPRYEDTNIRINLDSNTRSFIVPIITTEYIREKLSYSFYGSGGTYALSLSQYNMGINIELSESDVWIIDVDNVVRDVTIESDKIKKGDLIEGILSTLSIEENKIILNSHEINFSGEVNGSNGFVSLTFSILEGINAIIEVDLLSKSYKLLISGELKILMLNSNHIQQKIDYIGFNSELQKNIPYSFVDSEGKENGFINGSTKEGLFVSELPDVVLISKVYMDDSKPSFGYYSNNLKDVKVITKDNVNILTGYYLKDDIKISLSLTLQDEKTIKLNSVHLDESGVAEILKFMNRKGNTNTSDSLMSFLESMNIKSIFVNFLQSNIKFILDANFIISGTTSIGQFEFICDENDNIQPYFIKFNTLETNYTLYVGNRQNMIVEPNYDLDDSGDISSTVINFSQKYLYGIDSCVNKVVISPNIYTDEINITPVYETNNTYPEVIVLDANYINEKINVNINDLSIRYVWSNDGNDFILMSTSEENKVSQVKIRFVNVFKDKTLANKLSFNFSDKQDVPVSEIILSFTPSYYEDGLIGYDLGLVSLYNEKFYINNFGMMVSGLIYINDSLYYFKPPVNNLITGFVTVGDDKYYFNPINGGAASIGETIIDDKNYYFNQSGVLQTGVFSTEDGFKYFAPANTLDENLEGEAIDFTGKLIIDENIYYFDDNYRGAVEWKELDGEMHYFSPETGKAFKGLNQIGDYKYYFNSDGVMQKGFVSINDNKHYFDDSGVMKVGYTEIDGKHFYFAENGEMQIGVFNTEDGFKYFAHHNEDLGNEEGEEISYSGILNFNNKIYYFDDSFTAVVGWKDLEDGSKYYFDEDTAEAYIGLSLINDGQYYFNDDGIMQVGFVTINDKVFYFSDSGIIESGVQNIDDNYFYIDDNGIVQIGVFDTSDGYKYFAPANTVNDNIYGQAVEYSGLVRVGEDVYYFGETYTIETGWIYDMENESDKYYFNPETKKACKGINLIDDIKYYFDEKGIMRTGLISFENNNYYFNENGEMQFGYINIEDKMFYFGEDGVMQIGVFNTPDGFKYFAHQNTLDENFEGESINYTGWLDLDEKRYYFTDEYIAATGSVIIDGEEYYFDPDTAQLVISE
# Starred values were filed as active, the others as inactive. The list is partial; count on the stated rates, not on these rows.
smiles | TcdB GH inh
C[C@H](CO)N1C[C@H](C)[C@H](CN(C)Cc2ccc(C(=O)Nc3ccccc3N)cc2)Oc2ccc(NC(=O)Cn3cnnn3)cc2CC1=O | -1.0
COc1cccc(NC(=O)N(C)C[C@@H]2Oc3cc(-c4ccccc4OC)ccc3S(=O)(=O)N([C@H](C)CO)C[C@@H]2C)c1 | 1.8
C[C@H](CO)N1C[C@H](C)[C@H](CN(C)Cc2ccc(C(=O)O)cc2)Oc2ncc(C3=CCCCC3)cc2C1=O | 0.3
Cc1noc(C)c1NC(=O)N(C)C[C@@H]1Oc2ccc(NC(=O)Cc3cn(C)c4ccccc34)cc2CC(=O)N([C@H](C)CO)C[C@H]1C | -1.1
CNC[C@H]1Oc2ncc(-c3ccccc3C)cc2C(=O)N([C@@H](C)CO)C[C@H]1C | 0.2
C[C@@H]1CN([C@@H](C)CO)C(=O)c2cccc(NC(=O)Nc3ccc4c(c3)OCO4)c2O[C@H]1CN(C)Cc1ccncc1 | -7.3
C[C@@H]1CN([C@@H](C)CO)C(=O)c2cc(NS(=O)(=O)c3cn(C)cn3)ccc2O[C@@H](C)CCCCO[C@@H]1CN(C)Cc1ccccc1 | -3.8
C[C@@H]1CN([C@@H](C)CO)C(=O)c2cc(/C=C/c3ccccc3)cnc2O[C@@H]1CN(C)C(=O)Cc1ccccn1 | 2.7
C[C@H]1CN([C@@H](C)CO)C(=O)c2cccc(NC(=O)Nc3ccc4c(c3)OCO4)c2O[C@H]1CN(C)Cc1ccc(Oc2ccccc2)cc1 | -18
C[C@@H]1CN([C@H](C)CO)S(=O)(=O)c2ccc(-c3cccnc3)cc2O[C@@H]1CN(C)C(=O)C1CCCCC1 | 1.6
CC(C)NC(=O)N(C)C[C@@H]1OCCCC[C@@H](C)Oc2ccc(NC(=O)Cc3ccccc3)cc2C(=O)N([C@@H](C)CO)C[C@H]1C | 1.3
COc1ccc(CN(C)C[C@H]2OCCCC[C@@H](C)Oc3ccc(NC(=O)Nc4ccc(OC)cc4)cc3C(=O)N([C@@H](C)CO)C[C@H]2C)cc1 | -0.2
COc1ccc(CN(C)C[C@H]2Oc3ccc(NC(=O)C4CCCCC4)cc3CC(=O)N([C@H](C)CO)C[C@H]2C)cc1 | -1.4
COC(=O)C[C@@H]1C[C@H]2c3cc(NC(=O)CN(C)C)ccc3O[C@H]2[C@@H](CO)O1 | -1.0
CN(C)C(=O)c1ccc(-c2ccc([C@H]3[C@@H](C#N)N(C(=O)Nc4ccccc4F)[C@H]3CO)cc2)cc1 | 0.3
COc1cccc(-c2ccc3c(c2)O[C@H](CN(C)C(=O)C2CCC2)[C@@H](C)CN([C@@H](C)CO)S3(=O)=O)c1 | 0.9
O=C(O)C1=C[C@@H](c2ccc3c(c2)Cc2ccccc2-3)C[C@@H](OCCCCO)O1 | 1.2
CN1CCCCN2[C@H](CO)[C@H](c3ccc(/C=C/c4ccccc4)cc3)[C@H]2C1 | -1.6
CCCC(=O)Nc1ccc2c(c1)C(=O)N(C)C[C@@H](OC)[C@H](C)CN[C@@H](C)CO2 | 0.5
COc1cccc(NC(=O)N2C[C@H](O)COC[C@@H]3O[C@H](CC(=O)NC4CCC4)CC[C@H]32)c1 | -5.2
O=C(C[C@H]1C[C@H]2c3cc(NC(=O)C4CCC4)ccc3O[C@H]2[C@@H](CO)O1)NCc1ccc2c(c1)OCO2 | 0.6
CO[C@H]1CN(C)C(=O)c2cc(NC(C)=O)ccc2OC[C@@H](C)N(C(=O)C2CCOCC2)C[C@H]1C | 0.6
C[C@H]1CN([C@@H](C)CO)C(=O)c2cccc(NC(=O)Nc3ccccc3)c2O[C@H]1CN(C)Cc1ccc(Cl)c(Cl)c1 | 0.6
O=C(C[C@H]1CC[C@H]2[C@@H](COC[C@@H](O)CN2C(=O)Nc2ccc(F)cc2)O1)NC1Cc2ccccc2C1 | -1.3
C[C@H]1CN([C@@H](C)CO)C(=O)CCCn2cc(nn2)CO[C@H]1CN(C)Cc1ccccc1C(F)(F)F | -5.2

# New compounds follow:
smiles | TcdB GH inh
O=C(C[C@@H]1CC[C@@H](NS(=O)(=O)c2ccc(F)cc2)[C@@H](CO)O1)NCc1ccc(Cl)c(Cl)c1 | 0.9
C[C@@H]1CCCCO[C@@H](CN(C)Cc2ccccc2)[C@H](C)CN([C@H](C)CO)C(=O)c2cc(NC(=O)c3ccncc3)ccc2O1 | 0.5
Cc1cccc(CN(C)C[C@@H]2OCc3cnnn3CCCC(=O)N([C@@H](C)CO)C[C@@H]2C)c1 | -6.8
CCC(=O)N1CC2(C1)CN(C(=O)CC)[C@@H](CO)c1[nH]c3cc(OC)ccc3c12 | -0.6
O=C(C[C@@H]1CC[C@H]2[C@@H](COC[C@@H](O)CN2Cc2ccccc2F)O1)NC1CCC1 | -0.7
COc1ccc(S(=O)(=O)Nc2ccc3c(c2)C(=O)N([C@@H](C)CO)C[C@H](C)[C@@H](CN(C)S(=O)(=O)c2ccc(F)cc2)O3)cc1 | 0.2
CCCNC(=O)N1C[C@H](C)[C@@H](OC)CN(C)C(=O)c2ccc(NS(C)(=O)=O)cc2OC[C@H]1C | -2.0
CC(C)C(=O)Nc1ccc2c(c1)C(=O)N(C)[C@@H]1CC[C@H](CC(=O)NCc3ccccc3)O[C@H]1CO2 | -8.6
C[C@H]1CN([C@@H](C)CO)S(=O)(=O)c2ccc(C#CC3CC3)cc2O[C@H]1CN(C)Cc1ccccn1 | -0.7
O=C(C[C@H]1C[C@H]2c3cc(NC(=O)Nc4ccc(C(F)(F)F)cc4)ccc3O[C@H]2[C@H](CO)O1)NCc1cc(F)ccc1F | -1.2
CCCC#Cc1cnc2c(c1)C(=O)N([C@H](C)CO)C[C@H](C)[C@@H](CN(C)C(=O)C1CCC1)O2 | 0.5
C[C@@H]1CCCCO[C@H](CN(C)C(=O)Nc2ccc(C(F)(F)F)cc2)[C@@H](C)CN([C@@H](C)CO)C(=O)c2cc(NC(=O)c3ccccc3)ccc2O1 | 0.7
CCCNC(=O)C[C@H]1CC[C@H]2[C@@H](COc3ccc(NC(=O)c4ccccc4)cc3C(=O)N2C)O1 | -1.4
C[C@@H]1CN([C@@H](C)CO)C(=O)c2cccc(NS(=O)(=O)c3ccc(F)cc3)c2O[C@H]1CN(C)Cc1ccc(C(=O)O)cc1 | -0.2
C[C@H](CO)N1C[C@H](C)[C@@H](CN(C)C(=O)c2ccccc2F)Oc2ncc(C#C[C@@H](C)O)cc2C1=O | 1.2
C[C@@H]1CN([C@@H](C)CO)C(=O)c2cc(NC(=O)Nc3ccccc3)ccc2O[C@@H](C)CCCCO[C@@H]1CN(C)S(=O)(=O)c1cn(C)cn1 | -0.7
O=C(CN1CCOCC1)N1CCCCN2[C@H](CO)[C@H](c3ccc(C#Cc4ccccc4F)cc3)[C@H]2C1 | -1.7
O=C(C[C@H]1C=C[C@H](NC(=O)Nc2cc(F)ccc2F)[C@@H](CO)O1)NCc1ccc2c(c1)OCO2 | -0.3
CCC(=O)N1C[C@@H](C)[C@H](OC)CN(C)C(=O)c2ccc(NC(=O)c3ccccc3)cc2OC[C@H]1C | 0.2
COc1cc(CN2CC3(CCN(S(=O)(=O)c4cccc(F)c4)CC3)c3c([nH]c4cc(OC)ccc34)[C@@H]2CO)cc(OC)c1 | -0.7
C[C@H](CO)N1C[C@H](C)[C@@H](CN(C)Cc2ccc(Oc3ccccc3)cc2)Oc2c(NC(=O)Nc3ccc4c(c3)OCO4)cccc2C1=O | 0.2
COc1ccc(CN(C)C[C@@H]2Oc3c(NC(=O)Nc4ccc(F)cc4)cccc3C(=O)N([C@H](C)CO)C[C@H]2C)cc1 | -1.3
C[C@@H]1CN([C@@H](C)CO)S(=O)(=O)c2ccc(-c3ccc(F)cc3)cc2O[C@@H]1CN(C)C(=O)C1CCCCC1 | 1.0
COCC#Cc1cnc2c(c1)C(=O)N([C@@H](C)CO)C[C@H](C)[C@H](CN(C)C(=O)Cc1cccnc1)O2 | -0.5
C[C@@H]1CCCCO[C@H](CN(C)S(=O)(=O)c2ccccc2)[C@H](C)CN([C@H](C)CO)C(=O)c2cc(NS(=O)(=O)c3ccccc3)ccc2O1 | -0.7

# (list continues)
smiles | TcdB GH inh
CCCc1cn(CC[C@H]2CC[C@H](NS(=O)(=O)c3ccccc3Cl)[C@H](CO)O2)nn1 | 1.1
C[C@H](CO)N1C[C@H](C)[C@H](CN(C)C(=O)Nc2ccccc2)Oc2cc(-c3cccc(C(=O)N(C)C)c3)ccc2S1(=O)=O | 0.1
C[C@H]1CN([C@@H](C)CO)C(=O)c2cc(NS(=O)(=O)c3ccc(F)cc3)ccc2O[C@H]1CN(C)C | -1.2
C[C@H]1CN([C@@H](C)CO)C(=O)c2cc(-c3cncnc3)cnc2O[C@@H]1CN(C)Cc1ccncc1 | 0.4
N#C[C@H]1[C@H](c2ccccc2)[C@@H](CO)N1C(=O)c1cccnc1 | -0.5
C[C@@H]1CN([C@H](C)CO)S(=O)(=O)c2ccc(C#Cc3ccncc3)cc2O[C@@H]1CN(C)C(=O)C1CCCCC1 | 1.2
COc1ccc(NC(=O)Nc2ccc3c(c2)C(=O)N([C@@H](C)CO)C[C@@H](C)[C@@H](CN(C)C)OCCCC[C@H](C)O3)cc1 | -0.6
O=C(C[C@@H]1C[C@H]2c3cc(NC(=O)CC4CC4)ccc3O[C@H]2[C@@H](CO)O1)NCCc1ccccc1 | -0.9
CO[C@H]1CN(C)C(=O)c2cc(NC(=O)C3CC3)ccc2OC[C@H](C)N(C(=O)c2cccnc2)C[C@@H]1C | -6.1
COc1ccc(S(=O)(=O)N(C)C[C@@H]2OCCCC[C@H](C)Oc3ccc(NC(=O)CCCN(C)C)cc3C(=O)N([C@H](C)CO)C[C@@H]2C)cc1 | 0.5
Cc1ccc(S(=O)(=O)Nc2ccc3c(c2)C(=O)N([C@@H](C)CO)C[C@H](C)[C@H](CN(C)C(=O)c2ccccc2)OCCCC[C@@H](C)O3)cc1 | 0.3
C[C@H](CO)N1C[C@H](C)[C@@H](CN(C)C(=O)NC2CCCCC2)Oc2c(NC(=O)Nc3cccc4ccccc34)cccc2C1=O | 0.3
COCC#Cc1cnc2c(c1)C(=O)N([C@@H](C)CO)C[C@H](C)[C@H](CN(C)C(=O)Cc1ccccc1)O2 | 0.0
CCC(=O)N1Cc2cc(C(=O)N3CCN(C)CC3)nc(-c3cccc(-c4cccnc4)c3)c2[C@@H]1CCO | 0.1
N#C[C@@H]1[C@@H](c2ccccc2-c2cccc(F)c2)[C@@H](CO)N1C(=O)CN1CCOCC1 | 1.3
COc1ccc2c3c(n(C)c2c1)[C@H](CO)N(C(=O)c1cccc(F)c1)CC31CCN(C(=O)c2cccc(F)c2)CC1 | -0.1
CS(=O)(=O)N1C[C@@H](O)COC[C@H]2O[C@@H](CC(=O)NC3Cc4ccccc4C3)CC[C@@H]21 | -1.1
C[C@H]1CN([C@@H](C)CO)C(=O)c2cccc(NC(=O)Nc3ccc4c(c3)OCO4)c2O[C@H]1CN(C)S(=O)(=O)c1ccc(F)cc1 | 1.3
Cc1ccc(S(=O)(=O)N(C)C[C@H]2Oc3ccc(NS(=O)(=O)c4cccs4)cc3CC(=O)N([C@@H](C)CO)C[C@H]2C)cc1 | -0.1
COc1ccc(S(=O)(=O)N[C@H]2CC[C@@H](CC(=O)O)O[C@@H]2CO)cc1 | -0.9
CC(C)C(=O)Nc1ccc2c(c1)C(=O)N(C)[C@@H]1CC[C@@H](CC(=O)NCCCN(C)C)O[C@@H]1CO2 | -5.2
COc1ccc(S(=O)(=O)Nc2ccc3c(c2)C(=O)N([C@H](C)CO)C[C@H](C)[C@H](CN(C)C(=O)NC(C)C)OCCCC[C@@H](C)O3)cc1 | -0.3
O=C(C[C@@H]1C[C@@H]2c3cc(NS(=O)(=O)c4ccc(F)cc4)ccc3O[C@@H]2[C@H](CO)O1)NCc1ccccc1F | -1.3
O=C(C1CCC1)N1CCCCN2[C@H](CO)[C@@H](c3ccc(C#CC4CCCC4)cc3)[C@H]2C1 | 0.5
CN(C)CC(=O)N1[C@H](C#N)[C@@H](c2ccc(/C=C/c3ccccc3)cc2)[C@H]1CO | 0.3

# Next section:
smiles | TcdB GH inh
COc1ccc(S(=O)(=O)Nc2ccc3c(c2)C(=O)N([C@@H](C)CO)C[C@H](C)[C@H](CN(C)C)OCCCC[C@@H](C)O3)cc1 | 0.6
C/C=C/c1cnc2c(c1)C(=O)N([C@@H](C)CO)C[C@H](C)[C@H](CN(C)Cc1cccc(C(=O)O)c1)O2 | -1.5
CCC(=O)N1[C@@H]2c3ccc(-c4ccccc4F)c(=O)n3C[C@@H]2[C@@H](CO)[C@@H]1C(=O)OC | 1.4
C[C@H](CO)N1C[C@H](C)[C@H](CN(C)C(=O)C2CCOCC2)Oc2ncc(C#CC(C)(C)O)cc2C1=O | -0.4
COc1ccc(CN2C[C@@H](O)COC[C@H]3O[C@H](CC(=O)NCc4ccncn4)CC[C@@H]32)cc1 | 0.2
